Pf Dd2 growth = inhibitors of Plasmodium falciparum Dd2 growth | P. falciparum Dd2 growth, SYBR Green, 72 h | Potency, µM (highest dose often 28.9 µM), inactives show at the highest dose activity, negative = inhibition, usual class: inhibitors | actives 4.3% (n = 120,000); active = well fitted inhibition curve with a large enough effect; inconclusive = small, poorly fitted or top-dose-only effect; inactive = no such curve, though single readings can be large or run the other way;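 also: plate controls were DMSO vehicle for no effect and reference drug for full effect; nearly all actives have a fitted effect of over 65% in size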
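Readout: SYBR Green fluorescence, 485 nm excitation, 535 nm emission, after ~16 h lysis at 37C. Before that, Dd2-infected red cells (2.5% hematocrit) grew 72 h with compound, 29 uM top final concentration.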
The depositor's hits bear a star; i = inactive; ? = inconclusive; [ ] = another dose, or the depositor's remark. Potency is read from the fitted curve at half-maximal effect.

SMILES | Pf Dd2 growth
Cc1ccc(C2Cn3nnc(C(=O)NC4CCCCC4)c3CO2)cc1 (stereo not given) | -5.0%
O=C(CSC1=Nc2ccccc2C2=NC(CC(=O)NC3CCCCC3)C(=O)N12)Nc1ccc(F)cc1 (stereo not given) | 55.9%[activator]
CCOc1ccc(NC(=O)c2nc3nc(C)cc(C(F)F)n3n2)cc1 | 33.0%[activator]
O=C(Nc1cccc(C(=O)OCc2cc(=O)n3nc(C4CC4)sc3n2)c1)c1ccc(F)cc1 | -4.3%
CCc1cccc(NC(=O)Cn2c(COc3ccc(OC)cc3)nc(C)c(CCO)c2=O)c1 | 23.8%
Cc1cccc(CNC(=O)COc2ccc(NC(=O)C3CC3)cn2)c1 | 28.0%
CCN1CC2ON=C(C(=O)O)C2C1 (stereo not given) | 18.0%[44.1 µM]
O=C(CCc1ccccc1)NCc1nc2cccnc2n1Cc1ccc(F)cc1 | 13.2%
CN(Cc1ccccc1F)Cc1ccccc1F | -5.5%[44.1 µM]
Cc1ccc(-c2nnc(C3CN(C(=O)c4cccnc4C)CC34CCOCC4)o2)cc1 (stereo not given) | -13.8%
CCc1ccc(NC(=O)C(C)C2CCOCC2)cc1 (stereo not given) | 43.9%[activator]
O=C(NC1CCCCC1)N1CCCCCC1CN1CCCC1 (stereo not given) | ?
O=C(Nc1ccc(Cl)cc1)N1C[C@@H]2C[C@H](C1)c1c(-c3ccccc3F)ccc(=O)n1C2 | -2.2%
O=C(N[C@H]1C[C@H]2C(=O)NC[C@@H](CCC(=O)N3CCCCC3)N2C1)c1cccs1 | 15.7%[44.1 µM]
COc1ccc2c(c1)C1(CCN(C(=O)c3ccc(C)cc3)C1)C(=O)N2 (stereo not given) | -12.3%
CC(C)c1nnc(C2CN(C(=O)c3ccc(OC(F)(F)F)cc3)CC23CCOCC3)o1 (stereo not given) | i
CCC(=O)N1CCc2cc(S(=O)(=O)NC(C(=O)NCc3ccc(OC)cc3)C(C)C)ccc21 (stereo not given) | 8.2%
Cc1cc(C[C@@H]2COC[C@@H]2NC(=O)c2cnn(-c3ccccc3)c2)on1 | 1.7%
O=C1N(c2ccccc2)c2ccccc2C12CCN([S+](=O)([O-])c1ccccc1)C2 (stereo not given) | 7.94µM*
O=C(Cc1cccn1-c1ccc(F)cc1)NC1CCCC1 | ?
Cc1ccc(CNC(=O)Cn2c(=O)cc(C)c3c(C)nn(-c4cccc(F)c4)c32)cc1 | 0.6%
O=C(CC1CCOCC1)N1CCN(C(=O)c2ccco2)CC1 | 2.6%
Cc1ccc2c(c1)N(C(=O)Cn1ccn3nc(-c4ccccc4)c(CO)c3c1=O)CCO2 | i
COc1ccc(Cn2c(C3CCN(C(=O)c4ccc(F)cc4Cl)CC3)n[nH]c2=O)cc1 | i
COc1ccc(C2Cn3nnc(-c4nc(-c5ccncc5)no4)c3CO2)cc1 (stereo not given) | i
(further entries)
SMILES | Pf Dd2 growth
COc1ccc(NC(=O)c2sc3nc(C)c(C(=O)Nc4ccc(Cl)cc4)c(-c4ccc(Br)cc4)c3c2N)cc1 | -2.5%
COC(=O)c1c(NC(=O)COc2cccc(C(F)(F)F)c2)sc2c1CCCC2 | 76.6%[activator]
COc1ccc(C2=NC3(CCCCCC3)N(CC(=O)Nc3ccc(C)c(C)c3)C2=O)cc1 | ?
CN1CCN(C(=O)c2cnn(-c3ccccc3)c2C2CCN(C(=O)OC(C)(C)C)CC2)CC1 | -21.1%
CCCNC(=O)N1CCCC(Cc2ncc(C)n2Cc2ccccc2)C1 (stereo not given) | ?
CCOc1ccccc1/C=C/c1onc(C)c1S(=O)(=O)N1CCC(C(=O)N2CCCCC2)CC1 | i
Cc1n[nH]c(C)c1C(N)C(=O)N1CCCCCCC1 (stereo not given) | -2.3%
O=C(O)C1CCc2nnc(C3CCCN(C(=O)c4ccc(C(F)(F)F)cc4)C3)n21 (stereo not given) | 3.5%
CC(c1cccc(CN2CCC(CO)(CN3CCCC3)CC2)c1)N(C)C (stereo not given) | ?
O=C1CCN(C(=O)COc2ccc(F)cc2)CCCC(c2nc(-c3ccccc3)no2)CCN1 (stereo not given) | ?
CC(=O)Nc1ccc(-n2cc3c(c2-c2ccc(C)cc2)c(=O)n(C)c(=O)n3C)cc1 | ?
CC(C)c1ccc(C(=O)CC2(O)C(=O)N(CCc3ccccc3)c3ccc(Cl)cc32)cc1 (stereo not given) | ?
CCN1CCN(C(=O)Cn2c(-c3cccs3)cc3cc(Cl)ccc32)CC1 | ?
O=C1Nc2ccccc2OCC12CCN(Cc1ccc(OC(F)(F)F)cc1)CC2 | ?
CCc1ccc(NC(=O)c2cc3n(n2)CC(c2ccc4c(c2)OCO4)OC3)cc1 (stereo not given) | -4.8%
CCOc1cccc2cc(-c3nc4sc5c(c4c(=O)[nH]3)CCC(C(C)(C)C)C5)c(=O)oc12 (stereo not given) | 45.3%[activator]
CC(C)N1C(=O)C2(CCCC2)C1C(=O)N1CCc2ccccc21 (stereo not given) | -9.6%
Cc1cccc(NC(=O)C2CCN(S(=O)(=O)c3ccc4c(c3)CCCN4C(=O)C3CCC3)CC2)c1 | -1.2%
COc1cccc(C(c2sc3nc(-c4ccco4)nn3c2O)N2CCC3(CC2)OCCO3)c1 (stereo not given) | 9.1%
CN1CCN(C(=O)C2CCCN(S(=O)(=O)c3cn(C)cn3)CCC(=O)NCC2)CC1 (stereo not given) | -5.0%
OC[C@@H]1O[C@H](CNCc2ccc(F)cc2)[C@H](N2CCOCC2)[C@@H]1O | i
COc1cccc(N2CCN(C(=O)c3cc4c(s3)-c3ccccc3OC4)CC2)c1 | 10.9%
CCc1noc(-c2cccn3c(CNC(=O)Cc4ccccc4C)nnc23)n1 | ?
O=C(NCc1ccc(Cl)cc1)c1cccn2cncc12 | ?
O=C(CCc1conc1-c1ccc(F)cc1)NCC1CCCO1 (stereo not given) | i
Continuation.
SMILES | Pf Dd2 growth
O=C(COc1ccc(F)cc1)Nc1nnc(SCc2cc(=O)n3ccccc3n2)s1 | -13.5%
CN1CCN(C(=O)CCc2ccncc2)CC12CCNCC2 | 6.3%
CCN(CC)C(=O)c1sc2c(c1C)c(=O)n(Cc1ccccc1)c(=O)n2CC(=O)Nc1ccc(OC)cc1 | ?
CC(=O)N1CCC(CC(=O)NCCc2ncc(C)n2C(C)C)CC1 | 7.2%
Cc1cccc(OCC(=O)NCc2nnc3ccc(-c4ccc(F)cc4)nn23)c1 | -22.2%
Cc1nc2ncccn2c1C(=O)N1CCC(c2[nH]ncc2-c2ccccc2)CC1 | ?
Cc1ccc(S(=O)(=O)NCC2CCC(C(=O)NCCCOC(C)C)CC2)cc1 (stereo not given) | i
CCNC(=O)N1CCOc2ccc(CCC(=O)NCC3CC3)cc2C1 | 5.8%
COCc1noc(-c2ccc(N(C)CC3CC(=O)N(C(C)(C)C)C3)nc2)n1 (stereo not given) | -13.8%
CC(NC(=O)CSc1n[nH]c(-c2ccccc2Cl)n1)c1nc2ccccc2n1C (stereo not given) | -2.4%
O=C(c1ccoc1)N1CCCC(c2nc(CCOCC3CCCC3)no2)C1 (stereo not given) | -4.1%
CCN1CC(C(=O)NCC2(c3ccccc3F)CCCC2)CC1=O (stereo not given) | -2.9%
CC(C)N1C(=O)OCC12CCN(C(=O)c1ccc(Oc3ccccc3)cc1)C2 (stereo not given) | -6.0%[44.1 µM]
CCN1C(=O)CCC2(C(=O)Nc3ccc(C)c(F)c3)CCCC=C12 (stereo not given) | ?
O=C(c1ccccc1F)N1CCCC(c2nn(-c3ccc(Cl)cc3)c(=O)[nH]2)C1 (stereo not given) | -15.2%
Cc1cccc(-n2c(/C=C/c3c(C)[nH]c4ccccc34)nc3ccccc3c2=O)c1 | ?
Cc1nc(NCc2cc(C3CC3)on2)cc(C2CC(O)C2)n1 (stereo not given) | -3.7%
O=C(NCc1cccc(Cl)c1)c1cc2ccc3cccnc3c2[nH]1 | 12.6µM*
COc1ccc(/C=C(\C#N)c2nc3ccccc3n2C)c(OC)c1 | ?
CNC(=O)c1cc(Nc2nnc(-c3ccc(O)cc3)c3ccccc23)ccc1OC | i
Cc1ccc(CCN2CCCCC23Cc2ccccc2CN([S+](C)(=O)[O-])C3)cc1 (stereo not given) | 10µM*
CCc1nc(-c2c3n(c(=O)n(CC(=O)Nc4ccccc4CC)c2=O)CCCC3)no1 | -6.0%
O=C1NCCOCCCN(Cc2cccc(F)c2)[C@H]2CCCC[C@@H]12 | ?
CCN(c1ccccc1)S(=O)(=O)c1nnc(NC(=O)c2cccs2)s1 | -2.6%
CCN1CCOC(=O)C1CC(=O)Nc1ccc(C)c(Cl)c1 (stereo not given) | 23.1%
(continued)
SMILES | Pf Dd2 growth
COc1ccccc1NC(=O)C1c2ccccc2C(=O)N(CC(C)C)C12CCCC2 (stereo not given) | 3.55µM*
CCNC(=O)[C@@H]1C[C@H](N)CN1C(=O)[C@@H](C)c1ccc2cc(OC)ccc2c1 | -4.1%
CCc1cccc(NC(=O)C(c2ccccc2)N2Cc3ccccc3C2=O)c1 (stereo not given) | 8.2%
CC(C)NC(=O)c1nc(-c2cccnc2)c2cnccn12 | i
Cc1nn2c(c1-c1ccccc1Oc1ccccc1)N(C(=O)C(C)C)CCC2 | 10µM*
COc1ccccc1-c1nc2c(c(SCC(=O)Nc3ccccc3F)n1)Cc1c(CO)cnc(C)c1O2 | ?
CCOC(=O)N1CCc2c(sc3c2c(=O)n(Cc2ccccc2)c(=O)n3CC(=O)Nc2c(C)cccc2C)C1 | ?
Cc1cc(C(=O)N2CCC(c3nnc(Cn4ccnc4)n3C)CC2)on1 | 8.0%
CCC(C)(C)NS(=O)(=O)c1cc(-c2cc(C)no2)ccc1C | 45.2%[activator]
COc1ccc2[nH]cc(CCNC(=O)c3cnn(-c4ccc(C)cc4)c3C3CCN(C(=O)OC(C)(C)C)CC3)c2c1 | 3.16µM*
Cc1ccc(CN2C(=O)NC3(CCCN(C(=O)c4ccc(C#N)cc4)C3)C2=O)cc1 (stereo not given) | -15.4%
OC[C@@H]1O[C@H](CNCc2cccc(Cl)c2)[C@H](N2CCN(c3ccc(F)cc3)CC2)[C@@H]1O | -26.7%
O=C(Nc1cccc(F)c1)Nc1cccc(-c2ccc(N3CCCCC3)nn2)c1 | ?
COc1ccccc1N1CCN(C(=O)c2cc(-c3ccc(C)c(F)c3)on2)CC1 | -6.3%
O=C(c1ccc2c(c1)N(Cc1ccc(F)cc1)C(=O)c1ccccc1S2(=O)=O)N1CCN(c2ccccn2)CC1 | i
COc1ccccc1CNC(=O)CCCn1nc(C)c2sc3ccccc3c2c1=O | 9.0%
O=C(Nc1ccc(C(=O)OCc2cc(=O)n3nc(C4CC4)sc3n2)cc1)c1ccc(F)cc1 | 0.7%
CC(C)(C)C(=O)NCCc1csc2nc(-c3ccc(F)cc3)nn12 | 11.0%
CCOc1ccc(Sc2cc(C(=O)NCCc3ccc(OC)c(OC)c3)c3ccccc3n2)cc1 | i
O=C(c1cc(F)cc(Cl)c1)N1CCc2nc(-c3cccc(F)c3)[nH]c2C1 | ?
O=C1NCCN2CC3(CCN(S(=O)(=O)c4cccc5cccnc45)CC3)CC12 (stereo not given) | -19.7%
O=C(NCc1ccc(F)cc1)c1ccc2c(O)c(S(=O)(=O)c3ccccc3)c(=O)[nH]c2c1 | -21.9%
CC(C)CCN(Cc1ccco1)C(=O)Cn1ncc2c([nH]c3ccccc32)c1=O | 30.2%[activator]
Cc1ccc(CNC(=O)CCC2CCN(S(=O)(=O)c3ccccc3)CC2)o1 | -4.9%
Cc1nc(C2CCN(C(=O)[C@H]3CNC[C@@H](C(=O)N4CCOCC4)C3)CC2)no1 | -2.0%
O=C(c1ccc(F)cc1F)N1CCC2(CC1)N=C(c1ccc(Cl)cc1)NO2 | i
CCc1sc(Nc2cccc(Cl)c2)nc1-c1cc2cccc(OC)c2oc1=O | -14.8%
CCc1ccc(CN2CCCC3(Cc4ccccc4CNC3=O)C2)s1 (stereo not given) | ?

Entries shown so far that contain two or more sulfur atoms, in the order listed:
SMILES | Pf Dd2 growth
O=C(COc1ccc(F)cc1)Nc1nnc(SCc2cc(=O)n3ccccc3n2)s1 | -13.5%
CCN(c1ccccc1)S(=O)(=O)c1nnc(NC(=O)c2cccs2)s1 | -2.6%

Of the compounds above, twelve have an NH in an aromatic ring.
SMILES | Pf Dd2 growth
COc1ccc(Cn2c(C3CCN(C(=O)c4ccc(F)cc4Cl)CC3)n[nH]c2=O)cc1 | i
Cc1n[nH]c(C)c1C(N)C(=O)N1CCCCCCC1 (stereo not given) | -2.3%
CCOc1cccc2cc(-c3nc4sc5c(c4c(=O)[nH]3)CCC(C(C)(C)C)C5)c(=O)oc12 (stereo not given) | 45.3%[activator]
Cc1nc2ncccn2c1C(=O)N1CCC(c2[nH]ncc2-c2ccccc2)CC1 | ?
CC(NC(=O)CSc1n[nH]c(-c2ccccc2Cl)n1)c1nc2ccccc2n1C (stereo not given) | -2.4%
O=C(c1ccccc1F)N1CCCC(c2nn(-c3ccc(Cl)cc3)c(=O)[nH]2)C1 (stereo not given) | -15.2%
Cc1cccc(-n2c(/C=C/c3c(C)[nH]c4ccccc34)nc3ccccc3c2=O)c1 | ?
O=C(NCc1cccc(Cl)c1)c1cc2ccc3cccnc3c2[nH]1 | 12.6µM*
COc1ccc2[nH]cc(CCNC(=O)c3cnn(-c4ccc(C)cc4)c3C3CCN(C(=O)OC(C)(C)C)CC3)c2c1 | 3.16µM*
O=C(c1cc(F)cc(Cl)c1)N1CCc2nc(-c3cccc(F)c3)[nH]c2C1 | ?
O=C(NCc1ccc(F)cc1)c1ccc2c(O)c(S(=O)(=O)c3ccccc3)c(=O)[nH]c2c1 | -21.9%
CC(C)CCN(Cc1ccco1)C(=O)Cn1ncc2c([nH]c3ccccc32)c1=O | 30.2%[activator]

An excerpt (hit frequency here may not be typical).
